Screening results from PubChem BioAssay.
A350 autofl: compound fluoresces in the Alexa 350 spectral region. Compound autofluorescence, 340/450 nm, Alexa 350 dye-equivalents; hits give high values. max dye-equivalent concentration, M. hit rate 11% among 59,000. AID 590; in the data active means max dye-equivalent concentration above about 10 nM; inconclusive means mostly about 1.1 nM to 9.6 nM
Fluorescein autfl: compound autofluorescence in fluorescein spectral region. Compound autofluorescence, 480/540 nm, fluorescein-equivalent; hits give high values. max fluorescein-equivalent concentration, M. hit rate 0.91% among 59,000; in the data active means max fluorescein-equivalent concentration above about 10 nM; inconclusive means between about 1.1 nM and that limit
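Normalized response (dye-equivalent concentration) derives from comparing each well's 540 nm emission, under 480 nm excitation, with plate-resident fluorescein standards. Compounds were held in 100 mM Tris, pH 8.0, for 15 min at room temperature.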
FLuc inh: firefly luciferase inhibition. P08659. purified firefly luciferase, luminescence, 8 min. Potency, µM (titrated, usually from 57.1 µM), for the others: top-dose activity change, negative = inhibition, usual class: inhibitors. hit rate 2.2% among 72,000; further: potency means the concentration at half of the fitted maximal effect; on the % scale 0 is the no-effect control and ±100 the full control effect; nearly all actives have a fitted effect of over 40% in size
Target sequence (P08659 whole entry, looked up): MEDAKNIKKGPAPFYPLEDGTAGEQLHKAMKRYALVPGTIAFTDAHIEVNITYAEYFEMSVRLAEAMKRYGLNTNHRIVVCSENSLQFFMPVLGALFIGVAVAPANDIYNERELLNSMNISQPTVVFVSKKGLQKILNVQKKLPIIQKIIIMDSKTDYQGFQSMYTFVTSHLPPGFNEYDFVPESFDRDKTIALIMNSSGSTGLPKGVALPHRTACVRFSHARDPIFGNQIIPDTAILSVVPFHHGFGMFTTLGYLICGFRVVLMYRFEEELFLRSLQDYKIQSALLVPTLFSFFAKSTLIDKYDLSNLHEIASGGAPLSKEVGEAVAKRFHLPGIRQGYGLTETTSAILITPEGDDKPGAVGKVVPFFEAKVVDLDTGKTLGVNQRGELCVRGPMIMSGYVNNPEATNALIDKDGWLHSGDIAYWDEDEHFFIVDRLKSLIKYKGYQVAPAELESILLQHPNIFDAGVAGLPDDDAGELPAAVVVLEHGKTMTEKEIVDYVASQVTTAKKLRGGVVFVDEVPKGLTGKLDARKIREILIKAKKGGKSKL
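Here, luciferase activity is measured as luminescence following an 8 min room-temperature reaction at 10 uM ATP, pH 7.2. Every library sample is titrated.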
ERK AVP block: vasopressin-driven ERK pathway inhibition; hit rate 0.99% among 72,000; AID 995; HEK293-V1b, vasopressin-stimulated pERK AlphaScreen; Potency, µM (top dose mostly 57.5 µM), for the others: top-dose activity, negative = inhibition, most hits filed as inhibitors; further: potency means the concentration at half of the fitted maximal effect; on the % scale 0 is the no-effect control and ±100 the full control effect; nearly all actives have a fitted effect of over 55% in size
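Phosphorylated ERK1/2 detected via AlphaScreen bead proximity in lysates of V1b-expressing HEK293 cells given 25 nM vasopressin for 5 min after 30 min compound exposure (37 °C). AC50 from Hill equation; basal DMSO 0%, vasopressin 100%.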
CRE-bla Fsk: CRE-bla signaling modulation under forskolin stimulation; hit rate 2.5% among 71,000; Potency, µM (titrated, usually from 38.2 µM), without a hit: at the highest dose activity change, negative = inhibition, most hits filed as activators; CHO CRE-bla reporter (cAMP response element driving beta-lactamase), forskolin EC10, beta-lactamase ratio; active means well fitted activation curve with a large enough effect in the signal ratio, with a control signal flat, not every such curve was filed as active; inconclusive means small, poorly fitted or top-dose-only effect, or effect the other way, or a change in a side signal; the % refers to the signal ratio; further: potency means the concentration at half of the fitted maximal effect; % of control where 0% means no effect
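Modulation of forskolin-driven signalling is measured in CHO cells carrying a CRE-controlled beta-lactamase reporter. Cells are stimulated with EC10 NKH 477 in the presence of titrated compound for 3 h at 37 °C, then loaded with CCF4 for 2 h at room temperature.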
Hsp90 Hop PPI: changes Hsp90-Hop TPR2A binding signal, up or down | AlphaScreen TPR2A-His6 binding biotin-Hsp90 C-terminal peptide | Potency, µM (titrated, usually from 57 µM), without a hit: top-dose activity change, negative = inhibition | hit rate 0.44% among 71,000 | AID 595; active means well fitted curve in either direction with a large enough effect; inconclusive means small, poorly fitted or top-dose-only effect, or another doubt; further: potency means the concentration at half of the fitted maximal effect; on the % scale 0 is the no-effect control and ±100 the full control effect; many of its hits are not listed in these tables
4MU fluor: compound fluoresces in the 4-MU spectral region. compound autofluorescence, 340/450 nm, 4-MU equivalents; hits give high values. max dye-equivalent concentration, M. hit rate 11% among 59,000; in the data active means max dye-equivalent concentration above about 10 nM; inconclusive means mostly about 1.1 nM to 9.6 nM
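Compounds in 100 mM Tris, pH 8.0, sat 15 min at room temperature before fluorescence was read at 340 nm excitation/450 nm emission; a per-plate six-point 4-MU standard curve converted signals to dye-equivalent concentration at each compound concentration.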
HBB splice mod: hemoglobin beta splicing modulation | HBB splicing reporter cell assay, activation; EGFP reporter with mutant IVS2-654 intron; response scale: normalised to 500 nM splice-correcting PNA | Potency, µM (titrated, usually from 46.1 µM), inactives show at the highest dose activation, usual class: activators | hit rate 0.06% among 65,000 | AID 925; further: potency means the concentration at half of the fitted maximal effect; 0% is about no effect
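HeLa cells stably expressing EGFP interrupted by mutant beta-globin intron 2 (IVS2-654), 500/well in 2% FCS. Treated with compound for 2 days at 37C. Splicing correction scored as total well GFP intensity (488 nm excitation, 500-520 nm emission); 500 nM antisense PNA served as control.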
TexasRed autofl: compound fluoresces in the Texas Red spectral region. AID 587. Compound fluorescence, Texas Red channel, 547/618 nm; hits give high values. hit rate 0.06% among 59,000. max dye-equivalent concentration, M; in the data active means max dye-equivalent concentration above about 10 nM; inconclusive means between about 1.1 nM and that limit
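Dye-equivalent concentrations come from scaling compound signal (ex 547, em 618 nm) to six Texas Red standard concentrations run on every plate, after 15 min room-temperature incubation in pH 8.0 Tris (100 mM).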
Epigenetic mod: epigenetic GFP locus derepression in mouse cells. mouse C127i GFP locus derepression, cytometry, 30 h. Potency, µM (series often up to 46.1 µM), for the others: top-dose GFP derepression (activation). hit rate 0.09% among 68,000; further: % of control where 0% means no effect
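Derepression screen: silenced CMV-GFP reporter in murine C127i cells, 30 h compound incubation at 37 C, washed cells imaged by laser-scanning cytometer to enumerate GFP-expressing objects of 20 to 120 um.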
Ub-GFP proteasome: proteasome inhibitors stabilizing ubiquitin-GFP reporter | Ubiquitin-GFP reporter cells, proteasome inhibition, GFP fluorescence; response scale: untreated = 0%, 10 µM MG-132 = 100% | Potency, µM (series often up to 45.9 µM), without a hit: at the top dose activation (GFP accumulation), hits mostly activators | 67,000 tested, under 10 active | AID 526; active means well fitted activation curve with a large enough effect, not every such curve was filed as active; inconclusive means small, poorly fitted or top-dose-only effect, or another doubt; inactive means no such curve, though single readings can be large or run the other way; further: potency means the concentration at half of the fitted maximal effect
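GFP accumulation read-out: laser plate cytometry counting ubiquitin(G76V)-GFP-expressing U2OS cells after 4 hr compound exposure at 37 °C. Titrations spanned 46 uM to 2.9 nM; 0% = basal, 100% = 10 uM MG-132; concentration-response curves fitted.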
The depositor's hits bear a star; i = inactive; ? = inconclusive; nt = no result given; & = joins results of further samples; [ ] = dose if it differs, or a comment. Unless noted, the call rests on the fitted dose curve; in most records, active means well fitted curve in the direction sought with a large enough effect; inconclusive means small, poorly fitted or top-dose-only effect, or another doubt; inactive means no such curve, though single readings can be large; an effect the other way counts as inactive or inconclusive.

SMILES	A350 autofl	Fluorescein autfl	FLuc inh	ERK AVP block	CRE-bla Fsk	Hsp90 Hop PPI	4MU fluor	HBB splice mod	TexasRed autofl	Epigenetic mod	Ub-GFP proteasome
COc1ccccc1C1C2CCCCC2(O)CCN1CC(=O)Nc1ccccc1 (stereo unspecified)	i	i	2%	2%	-15%	2%	i	-2.7%[57.5 µM]	i	-2%	-2%
Cn1c(=O)[nH]c(=O)c2c1nc(SCCN1CCOCC1)n2Cc1ccccc1	?	i	2%	-24%	?	-2%	i	-0.7%	i	-2%	0%
Cn1c(=O)c2c(ncn2CC(=O)Nc2nnc(Cc3ccccc3)s2)n(C)c1=O	i	i	-2%	13%	-3%	?	i	-1.4%	i	1%	4%
COc1ccc(OC)c(CCNC(=O)CS(=O)(=O)Cc2nc(-c3ccccc3C)oc2C)c1	i	i	2%	9%	-9%	-6%	i	-1.3%	i	2%	-4%
COc1ccc(C(CC(=O)NC(C)(C)C)n2cccc2)cc1 (stereo unspecified)	i	i	1%	18%	-2%	-3%	i	-1.6%	i	6%	-10%
CCOC(=O)c1sc(NC(=O)CSc2nc(-c3ccco3)cc(C(F)(F)F)n2)c(C#N)c1C	i	i	2%	-24%	?	4%	i	nt	?	1%	4%
COc1ccc(CNc2nc3nc(-c4ccccc4)cc(=O)n3[nH]2)cc1OC	2.7e-07M*	?	3%	21%	-2%	?	2.4e-07M*	8.2%	i	3%	-1%
CCS(=O)(=O)Nc1ccc2c(c1)N(C(C)=O)c1ccccc1CC2	?	i	1%	0%	0%	-2%	?	nt	i	-3%	0%
COc1ccccc1-n1c(SCC(=O)N2CCCC2)nc2cccnc21	i	?	1%	-17%	?	-7%	i	-0.3%	i	1%	3%
NS(=O)(=O)c1cc2c(cc1Cl)N[C@@H](CC1CCCC1)NS2(=O)=O	?	i	0%[25.5 µM]	-9%[25.7 µM]	3%[17.1 µM]	-2%[26 µM]	?	3.0%[20.6 µM]	i	3%[20.6 µM]	0%[20.5 µM]
O=C1CC(N2CCC(C(=O)N3CCCCC3)CC2)C(=O)N1 (stereo unspecified)	?	i	0%	-11%	-4%	-1%	i	-0.5%	i	0%	4%
COc1ccc(-c2nc(CS(=O)(=O)CC(=O)Nc3ccc(Cl)cc3)c(C)o2)cc1	nt	nt	-6%	?	-6%	-2%	nt	-0.4%	nt	-2%	-17%
CCSc1nnc(NC(=O)C2CC=CCC2C(=O)O)s1 (stereo unspecified)	nt	nt	1%	-19%	-4%	0%	nt	0.6%[9.22 µM]	nt	0%	1%
O=C(c1cccc(S(=O)(=O)NCCOc2ccccc2)c1)N1CCN(c2ncccn2)CC1	i	i	4%	?	16%	-3%	i	3.3%	i	0%	-4%
Cc1oc(-c2ccccc2)nc1C(=O)OCC(=O)NC(=O)NCC(C)C	i	?	2%	0%	-12%	-4%	i	-2.2%	i	1%	1%
NC(=O)Cn1c(S(=O)(=O)Cc2ccccc2)nc2ccccc21	i	?	-1%	4%	-17%	-3%	i	-0.6%	i	6%	-1%
COc1ccc(NC(=O)CN(c2ccc(C)cc2)S(C)(=O)=O)c(OC)c1	nt	nt	-2%	-20%	12%	-2%	nt	-0.3%	nt	0%	-9%
CCCN(CC1CC1)c1nc(C)nc(Nc2c(Cl)cc(Cl)cc2Cl)c1Cl	i	i	?	45%[activator]	?	?	i	-0.4%	?	-2%&2%	2%&-8%
CN(C)C(=O)c1ccc(-c2nccc(NCc3cccnc3)n2)cc1	7.7e-08M*	?	0%[2.29 µM]	-1%	?	-1%	7e-08M*	-0.7%	i	0%[9.22 µM]	1%
COCCn1c(=O)c(-c2ccc(OC)cc2)nc2cnc(Oc3ccccc3)nc21	2.2e-08M*	i	1%[11.4 µM]	7%	?	?	1.5e-08M*	-0.6%	i	3%[9.22 µM]	7%
COC(=O)c1oc2ccc(Br)cc2c1NC(=O)c1ccccc1	1.1e-08M*	?	1%	-2%	1%	1%	?	2.9%	i	-3%	-2%
O=C(CCCn1c(=O)oc2ccccc21)Nc1cccnc1	i	i	0%	2%	-29%	-1%	i	0.3%[1.84 µM]	?	0%	4%
[O-][n+]1onc2c1CCc1nnccc1-2	i	i	1%	-11%	?	-6%	i	-1.6%	i	0%	14%
COC(=O)c1ccccc1NC(=O)CSc1ccccn1	?	?	2%	-2%	6%	4%	?	2.7%	i	-5%	11%
CCC(C)NC(=O)CCCCCn1c(=O)[nH]c2cc(OC)c(OC)cc2c1=O (stereo unspecified)	i	i	0%	8%	0%	-2%	i	-0.2%	i	2%	-8%
C=CCSc1nnc(NC(=O)CSc2ccccn2)s1	?	?	-6%	-12%	-4%	-2%	i	10%	i	0%	-9%
COc1ccc(C(=O)NCCn2ccc3ccccc32)cc1	i	?	-24%	17%	-14%	-2%	i	0.4%	?	0%	1%
CCOC(=O)c1cc2occc2n1CC(=O)NC1CCCCC1C (stereo unspecified)	i	i	5%	-14%	1%	-1%	i	nt	i	1%	4%
COc1cc(C(=O)N2CCC(NC(=O)C(Cc3ccccc3)NC(C)=O)CC2)cc(OC)c1OC (stereo unspecified)	i	?	1%	-11%	?	-3%	i	-3.0%	i	-1%	-7%
NC(N)=Nc1ccc(-c2ccc(N=C(N)N)cc2)cc1	i	i	1%[11.4 µM]	8%[11.5 µM]	-4%[7.6 µM]	0%[11 µM]	i	1.2%[9.22 µM]	i	2%[9.22 µM]	13%[9.17 µM]
CCn1c2ccccc2c2cc(CN3CCN(C(=O)c4ccco4)CC3)ccc21	nt	nt	-1%	-16%	?	-20%[11 µM]	nt	-1.6%[0.0738 µM]	nt	-2%	-5%[9.17 µM]
COc1cccc(-c2cc(NCc3cccnc3)ncn2)c1	i	i	-2%[2.29 µM]	?	?	4%	i	1.5%	i	2%[9.22 µM]	13%
O=C(c1cc(-c2ccc3c(c2)OCO3)on1)N1CCN(c2ccc(F)cc2)CC1	i	?	0%	-9%	?	1%	i	0.1%	i	0%	5%
CCCCCCc1c(C[C@H](N)C(=O)O)o[nH]c1=O	nt	nt	-1%&3%	-7%&18%	-8%&-3%	-6%&-4%	nt	nt	nt	0%&1%	4%&-3%
CC(C)N(C(=O)CSc1nnc(CN2CCCCCC2=O)n1-c1ccccn1)C(C)C	i	?	2%	-7%	-5%	-2%	i	-0.5%[57.5 µM]	i	-3%	3%
CCC(C)C(=O)Nc1cc(OC)c(OC)cc1C(=O)O (stereo unspecified)	i	i	6%	-1%	0%	-2%	i	-0.4%	i	7%	1%
CCCOc1ccc(NC2=CC(=O)CC(C)(C)C2)cc1	nt	nt	0%	-15%	-3%[7.6 µM]	-3%[11 µM]	nt	-0.3%[0.0738 µM]	nt	-2%	5%[9.17 µM]
O=C(COc1ccccc1)c1cn(CC(=O)N2CCOCC2)c2ccccc12	i	?	-25%	-14%	-11%	-4%	i	5.9%	i	6%	4%
Cc1cnc(CNc2ncncc2-c2ccccc2Cl)cn1	i	?	1%[2.29 µM]	-11%	7%	4%	i	0.4%	i	3%[9.22 µM]	-7%
N#CC1=C(N)N(c2ccccc2)C(c2ccco2)C1(C#N)C#N (stereo unspecified)	?	i	1%	?	?	-5%	?	-4.4%[0.369 µM]	?	0%	-2%
CCCC(=O)Nc1c2c(nn1-c1ccc(C)cc1C)CSC2	i	i	2%	-15%	-13%	-2%	i	-0.5%	i	0%	-5%
CC1(C)C(=O)Nc2ccccc2N1C(=O)COC(=O)C12CC3CC(CC(O)(C3)C1)C2	?	i	1%	2%	?	-10%	?	0.8%	i	0%	8%
CCN(CC)S(=O)(=O)c1ccc(C(=O)OCC(=O)N2CCN(C(=O)c3ccco3)CC2)cc1	i	?	5%	?	0%	-1%	i	-0.2%	i	-1%	2%
CCOC(=O)N1CCN(C(=O)c2cnn3c(C)c(Cc4ccc(C)cc4)c(C)nc23)CC1	1.9e-08M*	?	3%	7%	-14%	-5%	1.9e-08M*	2.2%	i	-2%	4%
COc1ccccc1OCCSc1nnc(C)n1-c1ccccc1	i	i	1%	30%	?	?	i	0.1%	i	0%	-1%
CC1=C(C(=O)NCc2ccccc2)C(c2cccnc2)n2ncnc2N1 (stereo unspecified)	i	?	2%	-10%	?	-4%	i	-0.2%[57.5 µM]	i	6%	2%
CC(=O)Nc1cnc2ccccc2n1	?	i	-1%[25.5 µM]	nt	nt	nt	?	nt	i	-3%[20.6 µM]	nt
CC(=O)c1c(N2CCOCC2)nc(=S)n(Cc2ccccc2)c1C	i	i	2%	-16%	14%	-1%	i	-0.1%	i	0%	6%

Only part of the results is shown; count on the stated rates, not on these rows.
